Assay outcomes (PubChem)
JMJD2E inh – qHTS Assay for Inhibitors of Human Jumonji Domain Containing 2E (JMJD2E); AID 2147, 2009; JMJD2E catalytic domain, FDH-coupled NADH fluorescence (FDH is formaldehyde dehydrogenase); 230,000 compounds, 1.6% hits; Lysine-specific demethylase 4E (Homo sapiens), B2RXH2; Potency, µM (top dose mostly 57.1 µM), inactives show at the top dose activity change, negative = inhibition, actives largely listed as inhibitors; active means well fitted inhibition curve with a large enough effect, not every such curve was filed as active; inconclusive means small, poorly fitted or top-dose-only effect, or another doubt; inactive means no such curve, though single readings can be large or run the other way;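 further: 0% = wells with enzyme and -100% = buffer wells without enzyme; nearly all actives have a fitted effect of over 50% in size; many of its hits are not listed in these tables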
Target sequence (B2RXH2 1-337 limits assumed): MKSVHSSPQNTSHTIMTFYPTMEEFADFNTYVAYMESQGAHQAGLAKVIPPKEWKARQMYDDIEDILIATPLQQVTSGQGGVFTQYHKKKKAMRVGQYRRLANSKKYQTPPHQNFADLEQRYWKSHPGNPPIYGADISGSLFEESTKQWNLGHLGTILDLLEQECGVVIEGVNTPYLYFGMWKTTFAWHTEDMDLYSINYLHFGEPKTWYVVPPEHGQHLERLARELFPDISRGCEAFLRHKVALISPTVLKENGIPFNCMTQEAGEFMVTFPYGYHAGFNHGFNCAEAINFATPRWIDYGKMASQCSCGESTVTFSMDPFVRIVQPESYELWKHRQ
GAA glycogen mod – qHTS Assay for Inhibitors and Activators of Human alpha-Glucosidase Cleavage of Glycogen; Lysosomal alpha-glucosidase (Homo sapiens), P10253; recombinant GAA, glycogen substrate, Amplex Red glucose oxidase fluorescence; Potency, µM (doses to about 76.4 µM), inactives show at the top dose activity change, negative = inhibition, most hits filed as inhibitors; 300,000 compounds, 0.38% hits; AID 2100, 2009;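 further: 0% = full enzyme reaction and -100% = no-enzyme basal signal; the screen sought inhibitors and activators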
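Recombinant human enzyme (4 nM); glycogen substrate; 37 C, 40 min, pH 5.0. Readout: coupled glucose oxidase/Amplex Red fluorescence.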
SMN2 splice enh – qHTS Assay for Enhancers of SMN2 Splice Variant Expression. HEK293 SMN2-luciferase splicing reporter, luminescence, 30-36 h. AID 1458, 2008. Potency, µM (doses to about 46.1 µM), for inactives: at the highest dose activity change, positive = activation, most hits filed as activators. 210,000 compounds, 2.8% hits; further: % of control where 0% means no effect; nearly all actives have a fitted effect of over 55% in size
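HEK293 cells carry an SMN2 minigene-luciferase reporter in which exon 7 inclusion puts luciferase in frame. Cells were seeded at 2000 cells/well, attached for 10-12 hours, then exposed to compounds for 30-36 hours at 37C before ONE-Glo luminescence.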
GoLoco inh red – qHTS Assay for Inhibitors of RGS12 GoLoco Motif Activity (Red Fluorophore); Potency, µM (titrated, usually from 61.6 µM), inactives show at the highest dose activity, negative = inhibition, actives largely listed as inhibitors; Guanine nucleotide-binding protein G(i) subunit alpha-1 (Homo sapiens), P63096; Gai1:RGS12 GoLoco peptide FP, rhodamine, 10 min; 230,000 compounds, 0.44% hits; AID 880, 2007; active means well fitted inhibition curve with a large enough effect, not every such curve was filed as active; inactive means no such curve, though single readings can be large or run the other way; further: on the % scale 0 is the no-effect control and ±100 the full control effect; nearly all actives have a fitted effect of over 30% in size; many of its hits are not listed in these tables
GLA spleen mod – qHTS Assay for Inhibitors and Activators of Human alpha-Galactosidase From Spleen Homogenate; Alpha-galactosidase A (Homo sapiens), P06280; human spleen homogenate, 4MU-alpha-Gal fluorescence, 40 min; Potency, µM (top dose mostly 80 µM), without a hit: at the top dose activity change, negative = inhibition, usual class: inhibitors; 240,000 compounds, 0.008% hits;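 further: 0% = enzyme with vehicle and -100% = no enzyme basal signal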
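qHTS titration in buffer at pH 5.0. Alpha-galactosidase activity in spleen homogenate was measured via 4-methylumbelliferone release from 1 mM fluorogenic substrate after 40 min at 37C and a pH 10 stop. AC50 came from Hill fits of control-normalized data.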
GAA spleen mod – qHTS Assay for Inhibitors and Activators of Human alpha-Glucosidase From Spleen Homogenate; human spleen homogenate, 4-MU-alpha-glucoside fluorescence; Potency, µM (titrated, usually from 79.9 µM), without a hit: at the highest dose activity change, negative = inhibition, most hits filed as inhibitors; 240,000 compounds, 0.006% hits; AID 2112, 2009;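 further: 0% = enzyme with vehicle and -100% = no enzyme basal signal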
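AC50 values come from Hill-equation fits of concentration-response data, normalized to no-enzyme and full-activity controls. Enzyme source: 1 ug human spleen homogenate; 1 mM fluorogenic 4-MU glucoside, pH 5.0 citrate buffer, 37 C, 40 min.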
GAA inh – qHTS Assay for Inhibitors of Human alpha-Glucosidase as a Potential Chaperone Treatment of Pompe Disease; 200,000 compounds, 0.005% hits; Potency, µM (series often up to 76.9 µM), inactives show top-dose activity change, negative = inhibition, most hits filed as inhibitors; Lysosomal alpha-glucosidase (Homo sapiens), P10253; purified human GAA, 4-MU-alpha-glucoside fluorescence;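 further: plate controls were uninhibited enzyme wells for no effect and no-enzyme background for full effect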
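qHTS format, compound range up to 77 uM. Human lysosomal enzyme at 4 nM, 400 uM 4-MU glucoside substrate, pH 5.0, 20 min room temperature; fluorescence after alkaline stop gives activity normalized to controls.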
ALDH1A1 block – qHTS Assay for Inhibitors of Aldehyde Dehydrogenase 1 (ALDH1A1). Aldehyde dehydrogenase 1A1 (Homo sapiens), P00352. 220,000 compounds, 7.3% hits. Purified ALDH1A1, NADH fluorescence, propionaldehyde substrate. Potency, µM (titrated, usually from 75.3 µM), inactives show top-dose activity, negative = inhibition, usual class: inhibitors. AID 1030, 2008; active means well fitted inhibition curve with a large enough effect, not every such curve was filed as active; inconclusive means small, poorly fitted or top-dose-only effect, or another doubt; inactive means no such curve, though single readings can be large or run the other way;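 further: plate controls were no enzyme wells and a reference inhibitor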
Target sequence (P00352 whole entry, looked up): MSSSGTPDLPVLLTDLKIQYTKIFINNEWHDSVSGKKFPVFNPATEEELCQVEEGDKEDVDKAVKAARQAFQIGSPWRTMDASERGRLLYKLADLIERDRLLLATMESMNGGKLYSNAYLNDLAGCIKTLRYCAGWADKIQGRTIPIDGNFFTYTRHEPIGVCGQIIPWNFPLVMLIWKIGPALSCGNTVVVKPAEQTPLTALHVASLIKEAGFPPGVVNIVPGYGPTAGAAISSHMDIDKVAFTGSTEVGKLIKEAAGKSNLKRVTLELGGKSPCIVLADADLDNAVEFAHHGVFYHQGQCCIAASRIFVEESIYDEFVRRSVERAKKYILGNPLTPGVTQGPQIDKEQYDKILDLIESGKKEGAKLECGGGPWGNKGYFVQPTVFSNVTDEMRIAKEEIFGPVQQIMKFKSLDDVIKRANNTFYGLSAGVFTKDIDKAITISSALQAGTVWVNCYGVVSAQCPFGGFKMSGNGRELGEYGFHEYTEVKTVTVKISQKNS
* marks the source's active call; other numbers are inactive results; ? = inconclusive; nt = no result given; [ ] = remark or other dose. Unless noted, the call rests on the fitted dose curve; in most records, active means well fitted curve in the direction sought with a large enough effect; inconclusive means small, poorly fitted or top-dose-only effect, or another doubt; inactive means no such curve, though single readings can be large; an effect the other way counts as inactive or inconclusive. Potency means the concentration at half of the fitted maximal effect. A portion of the library; count on the stated rates, not on these rows.

smiles | ALDH1A1 block | GoLoco inh red | GLA spleen mod | GAA spleen mod | GAA inh | SMN2 splice enh | JMJD2E inh | GAA glycogen mod
COc1ccc(N2CCN(C(c3ccccc3)c3nnnn3Cc3ccc(F)cc3)CC2)cc1 (configuration not stated) | -11% | -11% | 0% | -1% | -2% | -28% | -5% | -14%
Cc1c(N)cccc1-n1cnnn1 | -3% | 10% | 0% | 1% | 2% | 9% | 3% | 5%
COc1ccc(CN(Cc2cc3ccc(C)cc3[nH]c2=O)Cc2nnnn2C2CCCC2)cc1 | ? | 7% | 17% | -2% | ? | 9% | ? | -8%
O=C(Nc1ccccc1-c1nnn(CC(=O)N2CCCc3ccccc32)n1)c1ccc(Cl)cc1 | ? | -6% | 7% | -4% | -8% | -4% | 6% | 2%
CCOC(=O)CCNC(=O)N1CCCC(CNS(=O)(=O)c2cccs2)C1 (configuration not stated) | ? | 13% | 4% | 0% | 7% | nt | -9% | 1%
CCOC(=O)c1cc(CC)sc1NC(=O)Cc1ccsc1 | 4% | 2% | 8% | 2% | 6% | -7% | -5% | 4%
CCOc1ccc(OCCCCNCCN)cc1 | ? | -16% | 8% | 5% | -1% | -16% | -10% | -1%
CC(C)(C)OC(=O)C(Cc1ccc(OC(C)(C)C)cc1)NC(=O)CNC(=O)OCc1ccccc1 (configuration not stated) | ? | 8% | -2% | -12% | -7% | -40%[inhibitor] | 0% | -17%
COC(=O)C1CCN(C(=O)COC(=O)CCc2nc3ccccc3c(=O)[nH]2)CC1 | -11% | 2% | -6% | -11% | 5% | 4% | 1% | 7%
CC(C)CCNC(=O)c1onc(CSc2ccc(Cl)cc2)c1C(=O)NCCC(C)C | nt | 7% | 1% | -15% | nt | nt | -2% | -10%
O=c1[nH][nH]c2nc(C(F)(F)F)cc(C(F)(F)F)c12 | 18% | nt | 2% | 1% | -6% | nt | -3% | ?
COc1cc(C)ccc1OCCOCCOc1ccccc1[N+](=O)[O-] | -16% | 7% | 4% | 6% | -7% | -4% | 3% | 4%
COc1ccc(N2C(=O)C(CC(=O)O)S/C2=C\C(C)=O)cc1 (configuration not stated) | ? | -3% | -4% | -6% | -13% | -6% | -17% | 7%
COc1ccc(Cc2nnc(SCC(=O)Nc3nc(C)cs3)o2)cc1 | 4% | 7% | 1% | -26% | -8% | 11% | 9% | 2%
CCNc1nc(SC)nc(N(C#N)CC(=O)OC)n1 | -11% | 11% | -2% | 1% | -9% | -1% | 4% | 5%
CC(C)(C)C(=O)N/C(N)=N/c1nc2ccccc2o1 | nt | 3% | -3% | -1% | nt | nt | 7% | 3%
CS(=O)(=O)c1ccc2nc(NC(=O)C3C4C=CC(C4)C3C(=O)O)sc2c1 (configuration not stated) | 5.6µM* | -3% | -2% | 5% | 6% | 13% | -2% | -6%
COc1ccc(S(=O)(=O)Nc2cccnc2)cc1 | nt | -4% | 0% | -10% | nt | nt | 2% | 2%
COc1cccc(-c2nc(NCc3ccc(OC)cc3OC)c3ccccc3n2)c1 | 4% | 5% | 1% | 11% | nt | nt | nt | nt
Fc1ccc(NC(=S)N2CCc3ccccc3C2)c(F)c1 | ? | 2% | -3% | -5% | -7% | 26% | -1% | 8%
O=C(O)CSc1ncccn1 | 5% | 3% | -5% | -15% | 8% | 14% | 0% | 0%
COC(=O)c1ccc(COC(=O)c2ccccn2)cc1 | -5% | -3% | 3% | 1% | -9% | 22% | 3% | 2%
O=C(CCSc1ccccc1Cl)Nc1cccc([N+](=O)[O-])c1 | ? | 6% | 7% | 6% | ? | ? | -9% | -3%
CCOc1cc(/C=N\NC(=O)CC(=O)NCCc2ccccc2)ccc1O | 4% | 1% | -2% | -4% | 8% | -2% | -17% | -25%
O=C(NNS(=O)(=O)c1ccccc1)c1ccc(O)cc1 | -6% | -1% | -2% | 0% | 1% | 6% | 2% | -9%
C=CCNC(=O)c1ccc(C)cc1Cl | 7% | 0% | 2% | 7% | 3% | -7% | 2% | 0%
Cc1ccccc1NC(=S)NCc1ccc(Cl)cc1 | ? | 11% | -3% | -7% | -1% | 2% | -3% | -16%
Cc1cccc(OCC(=O)N/N=C/c2cc([N+](=O)[O-])ccc2N2CCOCC2)c1 | ? | 0% | -6% | -9% | 7% | -8% | 7% | 3%
C=CCn1c(Cc2cccs2)nnc1SCC(=O)Nc1cc(OC)cc(OC)c1 | 3% | 5% | -5% | -4% | -6% | -33%[inhibitor] | -3% | -8%
COc1ccc(N2CCN(C(C)C(=O)Nc3nnc(C)s3)CC2)cc1 (configuration not stated) | 7% | 6% | -1% | 1% | -9% | nt | -21% | -27%
COC(=O)c1ccc(NC(=O)c2cn(-c3cccc(C)n3)cn2)cc1 | -1% | 10% | 4% | -6% | -2% | -12% | 5% | 5%
c1ccc(COc2ccc(OCCOCCn3cncn3)cc2)cc1 | 3% | 2% | 4% | 9% | -13% | 8.9µM* | -3% | -3%
NS(=O)(=O)c1ccc(Cc2ncc(C(F)(F)F)cc2Cl)s1 | 0% | 12% | -8% | -4% | -5% | -49% | -3% | -13%
COc1ccccc1CNC(=O)[C@@H]1CCCN1C(=O)C1CCN(S(=O)(=O)c2ccc(C)cc2)CC1 | ? | 31%[activator] | -1% | 0% | 6% | -43%[inhibitor] | -6% | -10%
CN(C)/C=C(/C(=O)c1ccc(Cl)cc1Cl)S(=O)(=O)c1ccc(Cl)cc1 | 4% | -1% | 1% | -3% | -3% | -23% | -2% | 3%
Cc1cc(C)nc(/N=C(\N)Nc2ccc(C(C)C)cc2)n1 | nt | -4% | 10% | -17% | nt | nt | -8% | -2%
O=C(NN=C1CCC(c2ccccc2)CC1)c1cc2c(s1)CCCC2 (configuration not stated) | 7.9µM* | 1% | 1% | -5% | -1% | -10% | 0% | 1%
Cc1nnc(Nc2ccc(Cl)cc2)s1 | nt | 6% | -4% | 3% | nt | nt | 1% | -3%
Cc1ccc(Oc2ncc(CN3CCOCC3)s2)cc1 | 3% | 5% | 0% | -17% | -2% | ? | 6% | 7%
CCN1C(=O)/C(=C\c2nc3ccccc3c(=O)n2CC)c2ccccc21 | 14µM* | 6% | -2% | 3% | -15% | -66%[inhibitor] | ? | 4%
O=C(Cn1cc(C(=O)c2ccco2)c2ccccc21)Nc1ccccc1F | 17% | 3% | -1% | -2% | 0% | nt | -21% | 7%
CCN(CC)CCOC(=O)c1cccc(Br)c1 | -3% | -4% | -4% | -6% | -5% | -11% | 3% | 7%
O=C(Cn1ccc(C(F)(F)F)n1)N=Nc1c(O)[nH]c2ccccc12 | -8% | -2% | 4% | 2% | nt | nt | -4% | -3%
COc1ccc(CN2CCn3ncc(C(=O)Nc4ccccc4)c3C2=O)cc1 | -12% | -5% | 2% | 1% | -6% | -10% | 11% | 5%
COc1ccc(OCCN2C(=O)NC3(CCc4ccccc4C3)C2=O)cc1 (configuration not stated) | -15% | -15% | 0% | -9% | 1% | -14% | 2% | -5%
COCCNC(=S)N/N=C(\C)c1ccccc1O | -4% | 9% | 3% | 0% | -3% | 29% | -20% | -6%
O=S(=O)(c1cc(Cl)sc1Cl)N1CCCC1 | 5% | 1% | -1% | -14% | 1% | nt | -2% | -11%
CCOc1ccc(-c2c(=O)n(OCc3nc4ccccc4[nH]3)c3ccccc3[n+]2[O-])cc1 | nt | 11% | 1% | -1% | nt | nt | -16% | 7%
CCOC(=O)/C=c1\s/c(=C\c2c(OCC)ccc3ccccc23)c(=O)n1CC(=O)NCC1CCCO1 (configuration not stated) | 2% | 10% | -2% | -4% | ? | ? | -2% | -5%
Cc1nc2ccccc2nc(C)c1=NOCc1cccc(Cl)c1 | 3% | 1% | 4% | -2% | nt | nt | -9% | -11%
Cc1cccc(C)c1NC(=O)COn1nnc2ccc(C(F)(F)F)cc21 | 8% | -2% | -2% | 2% | 3% | -15% | 5% | 0%
O=C(CC12CC3CC(CC(C3)C1)C2)NCC(=O)N1CCCC1 | -3% | -3% | 8% | 2% | -14% | nt | 8% | 15%
CC(=O)N1CCN(C(=S)Nc2ccc(SC(F)F)cc2)CC1 | 4% | 12% | 0% | 3% | 12% | ? | 7% | -5%
CCOC(=O)c1sc2nc(N3CCOCC3)c3c(c2c1N)CC(C)(C)N(C)C3 | ? | 6% | 15% | 7% | 14% | 21% | ? | 7%
O=C(COc1ccccc1)NN1C(=O)CSC1=S | 0% | 23% | 7% | nt | 0% | 10% | -1% | ?
CCOC(=O)c1c(C)c(C(=O)N2CCN(c3cccc(Cl)c3)CC2)c(C)n1C | -29% | -11% | 3% | -6% | -10% | -14% | 1% | -6%

Next structures:
smiles | ALDH1A1 block | GoLoco inh red | GLA spleen mod | GAA spleen mod | GAA inh | SMN2 splice enh | JMJD2E inh | GAA glycogen mod
Cn1cc(C=O)c2cc(S(=O)(=O)N3CCOCC3)ccc21 | ? | 22% | -1% | -7% | -10% | 1% | 1% | 1%
Cc1ccc(C(=O)Nc2cccc(C(=O)NCc3ccccc3)c2)o1 | -2% | -2% | -5% | 1% | 1% | -19% | 2% | 3%
COc1ccc(Nc2nnc(-c3ccc(N4CCOCC4)c([N+](=O)[O-])c3)c3ccccc23)cc1 | ? | -4% | 5% | -12% | -33% | -18% | 1% | -6%
COC(=O)c1c(NC(C)=O)sc(C(=O)Nc2ccccc2OC)c1C | ? | -3% | 8% | -10% | -4% | nt | ? | 4%
O=C(COC(=O)c1ccccc1C(=O)c1ccc(Cl)cc1)NCc1ccccc1 | -7% | -1% | 2% | -8% | -4% | -2% | 7% | 12%
COc1ccc(C(=O)NCC(c2ccc(F)cc2)N2CCOCC2)cc1S(=O)(=O)N1CCCC1 (configuration not stated) | ? | 29% | -1% | -1% | -9% | 1% | -2% | -1%
CC(=O)c1c(N2CCN(Cc3ccccc3)CC2)nc(=S)n(Cc2ccccc2)c1C | ? | 14% | -3% | 0% | 7% | -33%[inhibitor] | 4% | 10%
